PGE2 EP2 inh: EP2 receptor (human) inhibition; P43116; C6 glioma cells expressing human EP2, cAMP TR-FRET; cells stimulated with saturating PGE2; inhibition, % at 25 µM; 0.52% of 260,000 active; AID 1422;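 active = percent inhibition above 40 after rounding to a whole number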;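 note: rat C6 glioma host cells with rolipram phosphodiesterase inhibitor present; the protocol text gives 20 µM as final concentration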
14-3-3 Bad inh: disrupts binding of bovine 14-3-3 zeta to phospho-Bad peptide. P63103. TR-FRET 14-3-3zeta/Dy647-pBad peptide displacement, 1 h. inhibition, % at 21.7 µM. 0.71% of 220,000 active;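 active = inhibition above about 70%, limit read from the data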;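 note: 0% = full 14-3-3 plus peptide FRET controls and 100% = background without 14-3-3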
eIF4E 4G PPI: eIF4E/eIF4G interaction inhibition in translation initiation | TR-FRET eIF4E-eIF4GI(517-606) binding, 2 h | inhibition, % at 21.7 µM | 0.37% of 220,000 active | AID 782;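 active = inhibition above about 30%, limit read from the data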;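 note: 0% = full FRET control wells and 100% = background wells lacking eIF4GI fragment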
Target sequence (P63073 whole entry, looked up, the tested form may be a part): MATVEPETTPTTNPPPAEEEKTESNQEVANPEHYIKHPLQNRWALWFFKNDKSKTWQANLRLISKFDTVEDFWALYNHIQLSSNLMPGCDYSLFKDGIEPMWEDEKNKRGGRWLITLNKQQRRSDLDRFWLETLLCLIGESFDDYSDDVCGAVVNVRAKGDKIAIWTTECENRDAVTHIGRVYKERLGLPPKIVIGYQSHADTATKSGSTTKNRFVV
Target sequence (Q04637 whole entry, looked up, the tested form may be a part): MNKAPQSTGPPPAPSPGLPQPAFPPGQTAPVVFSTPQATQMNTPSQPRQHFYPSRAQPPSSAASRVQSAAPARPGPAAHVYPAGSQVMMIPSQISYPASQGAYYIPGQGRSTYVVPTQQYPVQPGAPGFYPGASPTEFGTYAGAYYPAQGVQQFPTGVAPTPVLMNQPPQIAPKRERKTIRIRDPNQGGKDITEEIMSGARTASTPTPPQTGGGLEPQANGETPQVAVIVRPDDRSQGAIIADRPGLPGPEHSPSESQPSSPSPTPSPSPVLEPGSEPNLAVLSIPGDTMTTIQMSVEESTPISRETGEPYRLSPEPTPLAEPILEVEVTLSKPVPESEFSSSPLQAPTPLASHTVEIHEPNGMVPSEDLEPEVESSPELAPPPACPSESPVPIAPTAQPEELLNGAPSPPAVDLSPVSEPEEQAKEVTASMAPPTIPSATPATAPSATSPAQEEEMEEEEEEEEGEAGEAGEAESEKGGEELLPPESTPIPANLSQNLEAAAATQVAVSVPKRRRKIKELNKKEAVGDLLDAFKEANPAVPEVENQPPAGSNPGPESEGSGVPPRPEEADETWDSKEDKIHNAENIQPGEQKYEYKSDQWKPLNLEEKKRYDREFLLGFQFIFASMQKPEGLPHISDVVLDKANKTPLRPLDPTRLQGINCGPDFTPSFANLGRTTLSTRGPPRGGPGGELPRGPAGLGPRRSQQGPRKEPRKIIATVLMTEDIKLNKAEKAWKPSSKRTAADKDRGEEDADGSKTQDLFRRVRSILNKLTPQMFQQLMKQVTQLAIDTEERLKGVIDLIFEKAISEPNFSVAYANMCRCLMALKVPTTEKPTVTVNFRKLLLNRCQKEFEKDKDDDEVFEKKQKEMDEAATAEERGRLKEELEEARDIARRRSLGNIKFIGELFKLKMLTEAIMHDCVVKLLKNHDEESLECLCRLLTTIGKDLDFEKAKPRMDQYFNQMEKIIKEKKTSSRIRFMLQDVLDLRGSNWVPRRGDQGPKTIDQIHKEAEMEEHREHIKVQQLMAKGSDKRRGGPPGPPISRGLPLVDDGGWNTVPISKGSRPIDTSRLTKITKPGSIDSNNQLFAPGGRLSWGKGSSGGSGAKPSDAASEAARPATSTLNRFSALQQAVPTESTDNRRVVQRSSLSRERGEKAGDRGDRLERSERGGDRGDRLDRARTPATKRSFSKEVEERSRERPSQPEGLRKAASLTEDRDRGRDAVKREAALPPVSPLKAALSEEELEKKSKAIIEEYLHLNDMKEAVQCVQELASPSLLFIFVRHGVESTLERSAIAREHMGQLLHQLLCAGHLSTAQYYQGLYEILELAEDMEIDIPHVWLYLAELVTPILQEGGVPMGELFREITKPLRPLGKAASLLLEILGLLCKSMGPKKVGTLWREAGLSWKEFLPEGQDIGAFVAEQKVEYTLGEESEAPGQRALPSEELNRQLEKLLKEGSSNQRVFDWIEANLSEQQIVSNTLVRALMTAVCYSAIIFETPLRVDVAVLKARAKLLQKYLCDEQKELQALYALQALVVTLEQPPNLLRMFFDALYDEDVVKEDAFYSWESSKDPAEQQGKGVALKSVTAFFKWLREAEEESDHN
m-calpain inh: inhibitors of pig calpain II; purified calpain II, fluorogenic peptide substrate, 30 min; inhibition, % at 16 µM; 0.37% of 220,000 active; AID 1236;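 active = inhibition above about 50%, limit read from the data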
Rad51 HR inh: Rad51 (human) homologous recombination inhibition. hRad51 DNA strand exchange, fluorescence dequenching. inhibition, % at 10 µM. 0.085% of 200,000 active. AID 1385;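 active = inhibition above 40% at the single screening dose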;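 note: 0% = DMSO control wells and 100% = blanks with heterologous ssDNA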
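material = hRad51 filaments on single-stranded DNA | reagent = Donor/quencher-labelled 47-bp dsDNA substrate | compound = 10 µM final, single point | schedule = strand-exchange reaction 15 min at room temperature | measured by = fluorescein emission 520 nm, excitation 485 nm | read-out basis = % inhibition versus plate control and blank means | benchmarks = plate controls and plate blanks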
zVAD death inh: L929 zVAD cell death inhibition | L929 zVAD necroptosis rescue, ATP luminescence, 24 h; with zVAD 60 µM | viability rescue, % at 10 µM | 0.38% of 220,000 active;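 active = activation, scaled between plate controls, above about 75%, limit read from the data; inactive = activation under that limit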;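 note: 0% = zVAD with DMSO and 100% = DMSO alone without zVAD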
Hck Nef HTS: human Hck-Nef kinase inhibition | P08631 | Recombinant Hck-YEEI plus Nef, Z-Lyte FRET kinase assay | inhibition, % at 20 µM | 0.68% of 220,000 active;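 active = Hck-Nef kinase inhibition above about 50%, limit read from the data; inactive = inhibition below that limit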;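 note: 0% = DMSO with Hck plus Nef and 100% = Hck alone without Nef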
TbHK1 inh: T. brucei hexokinase 1 inhibition; 0.11% of 220,000 active; AID 1430; recombinant TbHK1, G6PDH-coupled NADH A340; inhibition, % at 10 µM;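 active = inhibition of 50% or more in the single-dose primary screen; inactive = inhibition below 50%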
EP2 mod: modulates human prostaglandin E2 receptor EP2 signaling; P43116; EP2-expressing cells, cAMP HTRF FRET, PGE2 co-stimulation; induction, % at 25 µM; 0.83% of 260,000 active; AID 940;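 active = compounds whose cAMP rise, as percent of the full-agonist control response, exceeds 60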;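 note: rat C6 glioma line stably carrying human EP2 under a CMV promoter; the protocol text gives 20 µM as final concentration; 100% = response of wells given 1 µM PGE2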
Active calls of the source: *; & = joins results of further samples; [ ] = dose if it differs, or a comment. This is a subset (hit frequency here may not be typical).

`Cc1ccc(NS(=O)(=O)c2ccc(NC(=O)c3ccc(-c4ccccc4)cc3)cc2)c(C)c1` gave PGE2 EP2 inh 13, Rad51 HR inh 5, zVAD death inh 0.0, Hck Nef HTS 0 and TbHK1 inh 1.
For Cc1ccc(S(=O)(=O)CCC(=O)Nc2ccc3nc(C)sc3c2)cc1 the results were PGE2 EP2 inh 12, 14-3-3 Bad inh 0, eIF4E 4G PPI 2, m-calpain inh 14, Rad51 HR inh -5, zVAD death inh 2.6, Hck Nef HTS 0, TbHK1 inh -2 and EP2 mod -4.
For COCc1c(C#N)c(NCc2cc(OC)c(OC)c(OC)c2)nc(C)c1[N+](=O)[O-] the results were PGE2 EP2 inh 11, 14-3-3 Bad inh -3, eIF4E 4G PPI 1, m-calpain inh -2, Rad51 HR inh -6, zVAD death inh 0.3, Hck Nef HTS 16, TbHK1 inh -27 and EP2 mod -17.
Screening CN(C)S(=O)(=O)c1ccc(C(=O)Nc2nc(-c3cc4ccccc4o3)cs2)cc1 returned PGE2 EP2 inh 13, 14-3-3 Bad inh 0, eIF4E 4G PPI 2, m-calpain inh -97, zVAD death inh 1.1, Hck Nef HTS -21, TbHK1 inh -9 and EP2 mod -66.
CN1CCN(C(=O)c2cc3c(s2)-c2ccccc2S(=O)(=O)C3)CC1 was read as PGE2 EP2 inh 11, 14-3-3 Bad inh 8, eIF4E 4G PPI -3, m-calpain inh -11, Rad51 HR inh -6, zVAD death inh 2.2, Hck Nef HTS -3, TbHK1 inh -20 and EP2 mod 6.
For COc1cc(NC(=O)Cn2c(C)cc3ccccc3c2=O)cc(OC)c1OC the results were PGE2 EP2 inh 12, 14-3-3 Bad inh 8, eIF4E 4G PPI 10, m-calpain inh 13, Rad51 HR inh 5, zVAD death inh 0.0, Hck Nef HTS 0, TbHK1 inh -5 and EP2 mod -2.
Screening CC1=C(C#N)c2nc(N)c(C#N)c(C)c2/C1=C\c1ccc(OCC(=O)O)c(Cl)c1 returned PGE2 EP2 inh 18, 14-3-3 Bad inh 14, eIF4E 4G PPI 6, m-calpain inh -22, Rad51 HR inh -16, zVAD death inh 0.5, Hck Nef HTS 7, TbHK1 inh -11 and EP2 mod -46.
CCOC(=O)c1c(C)[nH]c(C(=O)OCCOc2ccccc2C)c1C was read as PGE2 EP2 inh 3, 14-3-3 Bad inh 75*[fluorescence artefact?], eIF4E 4G PPI 7, m-calpain inh 24, Rad51 HR inh -4, zVAD death inh -0.9, Hck Nef HTS 1, TbHK1 inh -1 and EP2 mod 3.
`C/C=C/C(=O)Nc1cccc(C2=NOC3(C2)C[C@H](C(N)=O)N(C(=O)/C=C/C)C3)c1` (stereo not given in full) gave PGE2 EP2 inh 11, 14-3-3 Bad inh 5, eIF4E 4G PPI 3, m-calpain inh -8, Rad51 HR inh 8, zVAD death inh -0.9, Hck Nef HTS 28, TbHK1 inh -9 and EP2 mod -7.
Screening COc1ccc(/C=C/c2cc(C(F)(F)F)[nH]c(=O)n2)cc1OC returned PGE2 EP2 inh 13, 14-3-3 Bad inh -11, eIF4E 4G PPI 0, m-calpain inh -59, Rad51 HR inh 2, zVAD death inh 14, Hck Nef HTS 18, TbHK1 inh -29 and EP2 mod 31.

Three structures already listed, sorted by molecular weight, largest number first:
`Cc1ccc(NS(=O)(=O)c2ccc(NC(=O)c3ccc(-c4ccccc4)cc3)cc2)c(C)c1` gave PGE2 EP2 inh 13, Rad51 HR inh 5, zVAD death inh 0.0, Hck Nef HTS 0 and TbHK1 inh 1.
Screening CC1=C(C#N)c2nc(N)c(C#N)c(C)c2/C1=C\c1ccc(OCC(=O)O)c(Cl)c1 returned PGE2 EP2 inh 18, 14-3-3 Bad inh 14, eIF4E 4G PPI 6, m-calpain inh -22, Rad51 HR inh -16, zVAD death inh 0.5, Hck Nef HTS 7, TbHK1 inh -11 and EP2 mod -46.
CCOC(=O)c1c(C)[nH]c(C(=O)OCCOc2ccccc2C)c1C was read as PGE2 EP2 inh 3, 14-3-3 Bad inh 75*[fluorescence artefact?], eIF4E 4G PPI 7, m-calpain inh 24, Rad51 HR inh -4, zVAD death inh -0.9, Hck Nef HTS 1, TbHK1 inh -1 and EP2 mod 3.

Additional compounds follow:
`CCn1c(NCc2ccccn2)nc2ccccc21` gave PGE2 EP2 inh 12, 14-3-3 Bad inh 15, eIF4E 4G PPI 3, m-calpain inh -17, Rad51 HR inh -1, zVAD death inh 0.1, Hck Nef HTS 2, TbHK1 inh 1 and EP2 mod 24.
Screening Cc1ccc(NC(=O)c2ccc(C(C)(C)C)cc2)cc1-n1cnnn1 returned PGE2 EP2 inh 8, 14-3-3 Bad inh -19, eIF4E 4G PPI 4, m-calpain inh 62*, Rad51 HR inh 33, zVAD death inh 72, Hck Nef HTS 15, TbHK1 inh -1 and EP2 mod -42.
For COc1ccc(Cl)cc1C(=O)NNC(=O)CN1C(=O)C2CC=CCC2C1=O (stereo not given) the results were PGE2 EP2 inh 8, 14-3-3 Bad inh -13, eIF4E 4G PPI -3, m-calpain inh 14, Rad51 HR inh -2, zVAD death inh 1.9, Hck Nef HTS 14, TbHK1 inh -1 and EP2 mod -12.
Screening CCCc1nc2oc3cc(OC)ccc3c(=O)c2c(=O)n1Cc1ccco1 returned PGE2 EP2 inh 8, 14-3-3 Bad inh 7, eIF4E 4G PPI 9, m-calpain inh 13, Rad51 HR inh 4, zVAD death inh -0.1, Hck Nef HTS 1, TbHK1 inh -7 and EP2 mod 9.
O=C(Nc1nnc(C2COc3ccccc3O2)o1)c1ccc(F)cc1 (stereo not given) was read as PGE2 EP2 inh 3, 14-3-3 Bad inh 0[fluorescence artefact?], eIF4E 4G PPI 4, m-calpain inh -3, Rad51 HR inh -4, zVAD death inh -0.2, Hck Nef HTS 2, TbHK1 inh 4 and EP2 mod 21.
Cc1cc(C(=O)NNC2CC(=O)N(c3ccc4ccccc4c3)C2=O)c(C)o1 (stereo not given) was read as PGE2 EP2 inh 3, 14-3-3 Bad inh -2, eIF4E 4G PPI -4, m-calpain inh 0, Rad51 HR inh 16, zVAD death inh 2.5, Hck Nef HTS 27, TbHK1 inh -2 and EP2 mod 11.
For CCOC(=O)c1c(CN(CC)CC)oc2ccc(OC)cc12 the results were PGE2 EP2 inh 13, 14-3-3 Bad inh 24[fluorescence artefact?], eIF4E 4G PPI 3, m-calpain inh -48, Rad51 HR inh 0, zVAD death inh -0.6, Hck Nef HTS 10, TbHK1 inh -4 and EP2 mod 28.
For Cc1ccc(C)c2nc3sc(C(=O)N4CCCc5ccccc54)c(N)c3cc12 the results were 14-3-3 Bad inh -1, eIF4E 4G PPI -3, m-calpain inh -162, zVAD death inh 1.3, Hck Nef HTS -2, TbHK1 inh -16 and EP2 mod 16.
`COc1ccc([N+](=O)[O-])cc1NC(=S)NC(NC(=O)C(c1ccccc1)c1ccccc1)C(Cl)(Cl)Cl` (stereo not given) gave PGE2 EP2 inh 14, 14-3-3 Bad inh 34[fluorescence artefact?], eIF4E 4G PPI -41[fluorescence artefact?], m-calpain inh -102, Rad51 HR inh 1, zVAD death inh 0.1, Hck Nef HTS 1, TbHK1 inh 1 and EP2 mod -10.
`CCOC(=O)C1CCCN(C(=O)CCC(=O)Nc2ccc3nc(N4CCOCC4)cc(C)c3c2)C1` (stereo not given) gave 14-3-3 Bad inh 18, eIF4E 4G PPI 8, m-calpain inh -403, zVAD death inh 0.5, Hck Nef HTS 10, TbHK1 inh -10 and EP2 mod 13.
`CC1CC(C)CN(c2ncnc3c2cnn3-c2ccc(Cl)cc2)C1` (stereo not given) gave PGE2 EP2 inh 8, 14-3-3 Bad inh -1[fluorescence artefact?], eIF4E 4G PPI 4, m-calpain inh 9, Rad51 HR inh -2, zVAD death inh 4.6, Hck Nef HTS -5, TbHK1 inh -6 and EP2 mod 34.
O=C(COc1ccccc1)N1CCN=C1SCc1cccc(F)c1 was read as PGE2 EP2 inh 2, 14-3-3 Bad inh -1, eIF4E 4G PPI -6, m-calpain inh 2, Rad51 HR inh 10, zVAD death inh 1.3, Hck Nef HTS 16, TbHK1 inh 3 and EP2 mod -6.
`Cc1ccc(SCC(=O)Nc2ccc(F)cc2[N+](=O)[O-])cc1C` gave PGE2 EP2 inh 5, 14-3-3 Bad inh -4[fluorescence artefact?], eIF4E 4G PPI -5, m-calpain inh 16, zVAD death inh 0.0, Hck Nef HTS 4, TbHK1 inh 5 and EP2 mod 32.
For COc1ccccc1NC(=O)C1(C)Cc2ccccc2C(=O)O1 (stereo not given) the results were PGE2 EP2 inh 9&10, 14-3-3 Bad inh 9[fluorescence artefact?], eIF4E 4G PPI -1, m-calpain inh -8, Rad51 HR inh -4, zVAD death inh 2.2, Hck Nef HTS -1, TbHK1 inh -9 and EP2 mod 8&1.
`S=C1NCN(C2CCCCC2)CN1Cc1ccccc1` gave PGE2 EP2 inh 3, 14-3-3 Bad inh -12[fluorescence artefact?], eIF4E 4G PPI 11, m-calpain inh 16, Rad51 HR inh 16, zVAD death inh -0.2, Hck Nef HTS 3, TbHK1 inh -2 and EP2 mod 23.
For CN1C(=O)C(=O)N(CC(=O)N2CCc3ccccc32)C1=O the results were PGE2 EP2 inh 11, 14-3-3 Bad inh -17, eIF4E 4G PPI -6[fluorescence artefact?], m-calpain inh -64, Rad51 HR inh 0, zVAD death inh 1.8, Hck Nef HTS -21, TbHK1 inh -2 and EP2 mod 35.
Cc1ccnc(N2CCC(C(=O)Nc3ccc4c(c3)CCC4)CC2)n1 was read as PGE2 EP2 inh 8, 14-3-3 Bad inh 10[fluorescence artefact?], eIF4E 4G PPI 1[fluorescence artefact?], m-calpain inh -16, Rad51 HR inh -4, zVAD death inh 3.1, Hck Nef HTS -7, TbHK1 inh 0 and EP2 mod 2.
For CCCCC(=O)NC(c1ccccc1OC)c1ccc2cccnc2c1O (stereo not given) the results were PGE2 EP2 inh 5, 14-3-3 Bad inh -8, eIF4E 4G PPI 3, m-calpain inh 2, Rad51 HR inh -3, zVAD death inh 24, Hck Nef HTS 24, TbHK1 inh 10 and EP2 mod 59.
For c1ccc2nc(-c3ccncc3)ccc2c1 the results were PGE2 EP2 inh 6, 14-3-3 Bad inh 5[fluorescence artefact?], eIF4E 4G PPI 2, m-calpain inh -33, Rad51 HR inh 0, zVAD death inh 0.6, Hck Nef HTS 2, TbHK1 inh -1 and EP2 mod 7.
`CCCCc1ccc(NC(=O)C2CCCO2)cc1` (stereo not given) gave PGE2 EP2 inh 13, 14-3-3 Bad inh 5, eIF4E 4G PPI -1, m-calpain inh 53*, Rad51 HR inh -1, zVAD death inh 0.5, Hck Nef HTS 0, TbHK1 inh -1 and EP2 mod 3.
CCOC(=O)c1c(C)[nH]c(C)c1C(=O)CSc1nc2ccccc2c(=O)n1-c1ccc(Cl)cc1 was read as PGE2 EP2 inh 3, 14-3-3 Bad inh -31, eIF4E 4G PPI -11, m-calpain inh -15, Rad51 HR inh 7, zVAD death inh -0.2, Hck Nef HTS -2, TbHK1 inh -3 and EP2 mod -3.
`Cc1ccc2nc(SCC(=O)Nc3c(F)cccc3F)[nH]c2c1` gave PGE2 EP2 inh 3, 14-3-3 Bad inh -10, eIF4E 4G PPI 1, m-calpain inh 6, Rad51 HR inh 8, zVAD death inh 0.4, Hck Nef HTS 28, TbHK1 inh 2 and EP2 mod -11.
`Cc1cc(C)cc(OCc2ccc(C(=O)N3N=C(C(F)F)CC3(O)C(F)F)o2)c1` (stereo not given) gave 14-3-3 Bad inh -10, eIF4E 4G PPI 3, m-calpain inh 31, zVAD death inh -0.6, Hck Nef HTS 4, TbHK1 inh 3 and EP2 mod -4.
For CC1=C/C(=N\NC(=O)c2ccc(O)cc2)CC1 the results were PGE2 EP2 inh 10, 14-3-3 Bad inh -6, eIF4E 4G PPI 3, m-calpain inh -37, Rad51 HR inh -2, zVAD death inh 1.1, Hck Nef HTS 1, TbHK1 inh -9 and EP2 mod 9.
